Assay outcomes from PubChem BioAssay.
SKN-1 inh: inhibitors of C. elegans SKN-1 | AID 624304 | inhibition, % at 21.8 µM | 0.49% of 360,000 active | C. elegans VP596 Pgst-4::GFP/RFP ratio, acrylamide-induced, 24 h;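 active means interference check ratio from 0.5 to 1.5 plus GFP to RFP signal ratio inhibition reaching or exceeding a fixed threshold, cut at about 30% in these data, passing the limit was not always enough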; further: some compounds called inactive have numbers as strong as hits
MsrA inhibitor: bovine MsrA inhibition | purified bovine MsrA, absorbance read-out | inhibition, % at 15.5 µM | 0.75% of 360,000 active | AID 651718; in the data active means inhibition above about 4.5%;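 further: 0% = vehicle wells with enzyme and 100% = reference inhibitor wells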
MT1-MMP act inh: blocks activation of human MT1-MMP | HT1080 RFP-PRO-GFP cells, GFP/RFP ratio fluorescence, overnight; percent of plate control window, DMSO zero | AID 651647 | 0.061% of 360,000 active | GFP/RFP ratio change, % at 20 µM;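 active means GFP/RFP ratio change of at least 30% with cell ATP level not reduced by more than half and red fluorescence within 50% of control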; further: strong numbers were not always called active
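Material – HT1080 RFP-PRO-GFP cells · Control set – DMSO wells and RFP-L50D-GFP cells · Incubation – overnight cell settling, then overnight compound exposure, 37 °C, 5% CO2 · Compound dosing – single-point 20 µM compound, 1% DMSO · Read-out – GFP/RFP fluorescence ratio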
NRP1-CendR mod: alters CendR peptide binding to human NRP-1; O14786; inhibition, % at 25 µM; FAM-RPARPAR peptide binding to NRP-1, fluorescence polarization; 0.85% of 360,000 active; AID 602438;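 active means inhibition or corrected inhibition above about 18%, plus a signal ratio from 0.5 to 1.5, limit read from the data, passing the limit was not always enough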; further: strong numbers were not always called active
MLLE-PAM2 inh: inhibitors of microRNA-mediated deadenylation, human PABP1 MLLE binding | P11940 | GST-MLLE / FITC-PAM2 fluorescence polarization | inhibition, % at 20 µM | 0.36% of 360,000 active | AID 588489; in the data active means inhibition above about 35%, passing the limit was not always enough;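 further: plate controls were DMSO wells with GST-MLLE for no effect and wells lacking GST-MLLE protein for full effect; some results filed as inactive read as strong as hits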
Tb MetRS inh: Trypanosoma brucei MetRS inhibition; purified T. brucei MetRS, ATP depletion, Kinase-Glo luminescence; inhibition, % at 11.9 µM; 0.4% of 360,000 active;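 active means inhibition above a per-plate cutoff of the control wells' mean inhibition plus 3 SD, cut at about 5.5% in these data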;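 further: 0% = DMSO wells median and 100% = median of wells with control inhibitor compound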
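technique = Kinase-Glo luminescence, ATP depletion format | system = purified MetRS (methionyl-tRNA synthetase) enzyme from Trypanosoma brucei | timing = 15 min preincubation, 2 h reaction, all 25 °C | evaluation = percent inhibition versus plate control medians | dosing = single dose, 11.9 µM final nominal, 0.9% final DMSO | also added = substrates ATP, L-methionine and bulk Escherichia coli tRNA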
E coli Lon inh: inhibits E. coli Lon protease | P0A9M0 | purified E. coli Lon protease, fluorescence polarization | inhibition, % at 7.94 µM | 0.42% of 360,000 active | AID 602123; in the data active means inhibition above about 13%, passing the limit was not always enough;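 further: 0% = enzyme with probe and DMSO and 100% = no enzyme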
FAS-TE inh: FAS thioesterase (human) inhibition; P49327; recombinant FAS-TE, OMFH fluorogenic substrate, fluorescence endpoint; inhibition, % at 15 µM; 0.67% of 360,000 active; AID 602261;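 active means compounds whose normalised, plate-corrected inhibition of enzyme fluorescence in the single-dose primary screen is 50% or more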;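 further: 0% = DMSO with enzyme and 100% = substrate without enzyme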
Target sequence (P49327 whole entry, looked up): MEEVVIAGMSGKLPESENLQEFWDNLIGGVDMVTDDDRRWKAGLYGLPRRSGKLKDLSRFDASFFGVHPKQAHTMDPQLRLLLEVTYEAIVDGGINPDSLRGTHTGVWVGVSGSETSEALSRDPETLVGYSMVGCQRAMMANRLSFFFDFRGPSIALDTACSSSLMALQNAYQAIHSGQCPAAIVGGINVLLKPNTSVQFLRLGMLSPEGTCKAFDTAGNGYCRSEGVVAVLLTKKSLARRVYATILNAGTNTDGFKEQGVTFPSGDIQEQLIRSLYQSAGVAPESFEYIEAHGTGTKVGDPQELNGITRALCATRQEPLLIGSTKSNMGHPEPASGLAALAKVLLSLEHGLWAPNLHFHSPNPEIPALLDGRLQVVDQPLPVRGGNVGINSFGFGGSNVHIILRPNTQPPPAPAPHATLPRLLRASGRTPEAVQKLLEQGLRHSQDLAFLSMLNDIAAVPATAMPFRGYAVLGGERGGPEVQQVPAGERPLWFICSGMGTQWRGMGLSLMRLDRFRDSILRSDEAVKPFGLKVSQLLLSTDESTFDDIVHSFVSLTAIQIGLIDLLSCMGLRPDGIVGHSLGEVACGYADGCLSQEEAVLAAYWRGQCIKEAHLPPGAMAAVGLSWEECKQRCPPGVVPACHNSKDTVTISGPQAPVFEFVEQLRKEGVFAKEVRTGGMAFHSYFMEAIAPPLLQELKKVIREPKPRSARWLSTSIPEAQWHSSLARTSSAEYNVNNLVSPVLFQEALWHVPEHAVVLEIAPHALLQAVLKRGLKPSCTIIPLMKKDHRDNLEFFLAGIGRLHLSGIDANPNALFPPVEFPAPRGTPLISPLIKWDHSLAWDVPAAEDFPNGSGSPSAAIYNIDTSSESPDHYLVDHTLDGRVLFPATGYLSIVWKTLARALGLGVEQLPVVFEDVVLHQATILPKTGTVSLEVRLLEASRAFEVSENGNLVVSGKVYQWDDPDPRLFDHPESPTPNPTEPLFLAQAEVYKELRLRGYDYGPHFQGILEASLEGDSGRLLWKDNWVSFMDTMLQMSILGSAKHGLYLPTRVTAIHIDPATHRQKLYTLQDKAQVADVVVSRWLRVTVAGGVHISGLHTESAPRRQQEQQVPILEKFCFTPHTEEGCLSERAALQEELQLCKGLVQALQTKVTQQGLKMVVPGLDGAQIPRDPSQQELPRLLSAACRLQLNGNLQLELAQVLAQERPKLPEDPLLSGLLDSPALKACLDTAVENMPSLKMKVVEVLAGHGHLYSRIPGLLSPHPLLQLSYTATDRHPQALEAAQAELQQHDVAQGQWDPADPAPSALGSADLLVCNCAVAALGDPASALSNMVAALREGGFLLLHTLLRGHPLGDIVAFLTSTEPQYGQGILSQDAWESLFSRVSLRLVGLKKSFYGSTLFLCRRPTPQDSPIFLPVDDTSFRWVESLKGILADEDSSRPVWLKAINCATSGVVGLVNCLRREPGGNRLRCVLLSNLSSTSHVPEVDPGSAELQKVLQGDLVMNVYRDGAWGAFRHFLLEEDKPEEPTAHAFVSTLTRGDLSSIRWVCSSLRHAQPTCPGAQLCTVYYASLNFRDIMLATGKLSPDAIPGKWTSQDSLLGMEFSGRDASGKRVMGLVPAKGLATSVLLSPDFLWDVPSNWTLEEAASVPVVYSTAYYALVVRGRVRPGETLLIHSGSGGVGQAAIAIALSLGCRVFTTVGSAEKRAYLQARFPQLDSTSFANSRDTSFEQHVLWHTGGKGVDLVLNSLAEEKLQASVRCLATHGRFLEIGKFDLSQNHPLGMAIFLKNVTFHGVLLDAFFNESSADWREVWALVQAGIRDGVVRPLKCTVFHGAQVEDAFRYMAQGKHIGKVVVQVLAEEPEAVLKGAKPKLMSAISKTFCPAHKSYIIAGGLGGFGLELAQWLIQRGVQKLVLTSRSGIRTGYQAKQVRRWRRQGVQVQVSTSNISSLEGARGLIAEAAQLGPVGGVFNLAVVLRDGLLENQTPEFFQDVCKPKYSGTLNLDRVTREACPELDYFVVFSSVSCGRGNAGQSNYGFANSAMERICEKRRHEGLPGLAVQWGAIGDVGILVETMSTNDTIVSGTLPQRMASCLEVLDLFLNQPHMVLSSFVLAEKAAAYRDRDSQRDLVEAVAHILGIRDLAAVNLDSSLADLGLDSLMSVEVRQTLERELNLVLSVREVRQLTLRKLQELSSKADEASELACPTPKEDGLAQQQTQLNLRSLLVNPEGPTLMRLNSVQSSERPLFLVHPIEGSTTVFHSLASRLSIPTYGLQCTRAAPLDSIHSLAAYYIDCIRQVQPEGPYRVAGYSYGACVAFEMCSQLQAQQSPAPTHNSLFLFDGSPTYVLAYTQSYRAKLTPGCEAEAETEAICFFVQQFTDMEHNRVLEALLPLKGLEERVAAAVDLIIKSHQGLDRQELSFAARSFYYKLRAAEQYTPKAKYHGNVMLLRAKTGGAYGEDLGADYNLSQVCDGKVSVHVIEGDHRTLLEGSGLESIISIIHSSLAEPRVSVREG
bovine MsrA act: activates bovine MsrA enzyme; purified bovine MsrA, absorbance read-out; 0.3% of 360,000 active; activation, % at 10.6 µM; AID 602163; in the data active means activation above about 7.5%;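 further: 0% = vehicle and 100% = reference activator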
Starred values were filed as active, the others as inactive; x = no result given.

no. | SMILES | SKN-1 inh | MsrA inhibitor | MT1-MMP act inh | NRP1-CendR mod | MLLE-PAM2 inh | Tb MetRS inh | E coli Lon inh | FAS-TE inh | bovine MsrA act
1 | CC(=O)Nc1ccc(NC(=O)COC(=O)Cc2c[nH]c3ccccc23)cc1 | 6 | -0.4 | 7 | 0 | 6 | 0.0 | 0 | -6 | -1
2 | COc1ccccc1C(CNC(=O)C1CC(=O)N(Cc2ccc(C)cc2)C1)N1CCCC1 (stereo not given) | 2 | -0.1 | 3 | 5 | 10 | -0.3 | 2 | -7 | -3
3 | C#CC1(NC(=O)NC(=O)c2c(F)cccc2F)CCCCC1 | 2 | 1.0 | -1 | 8 | 0 | -0.5 | -4 | -9 | -3
4 | O=c1c(Cl)c(N2CCOCC2)cnn1-c1ncc(C(F)(F)F)cc1Cl | -9 | 1.9 | 2 | 4 | 14 | 0.4 | 0 | -5 | -2
5 | O=C(O)/C=C/c1cccc(NS(=O)(=O)c2ccccc2)c1 | 3 | -1.3 | -2 | -7 | 5 | -0.3 | 1 | -11 | -3
6 | CCc1cc(=O)oc2c(C)c(OC(C)C(=O)NC3CC(C)(C)NC(C)(C)C3)ccc12 (stereo not given) | 4 | 1.8 | 1 | 6 | 0 | 0.5 | -3 | -1 | -5
7 | CCCNS(=O)(=O)c1ccc(-n2cnnn2)c(OC)c1 | -4 | -0.2 | 4 | 9 | -1 | -0.9 | -18 | -3 | -3
8 | CC(C)c1ccc(NS(=O)(=O)c2ccc(N3C(=O)CCC3=O)cc2)cc1 | -12 | -0.2 | 2 | 3 | -5 | 1.5 | 7 | 5 | -5
9 | NC(=S)N=Nc1c(O)n(C2OC(=O)c3ccccc32)c2ccccc12 (stereo not given) | 19 | 0.9 | 5 | -1 | 28 | -0.3 | 3 | 9 | 3
10 | CC(C)c1ccc(CN2CCC(n3nccc3NC(=O)C3CCCC3)CC2)cc1 | 8 | 1.5 | 9 | 3 | 7 | -0.1 | 3 | -3 | -4
11 | CC[C@H](C)[C@@H](COC=O)NC(=O)[C@H]1O[C@@H](n2ccc(N)nc2=O)[C@H](O)[C@@H]1O | 6 | -0.5 | 4 | 31* | -2 | -0.8 | 5 | -7 | -3
12 | CCOC(=O)CCNC(=O)Nc1ccc2nc(C)n(Cc3ccc(Cl)cc3)c(=O)c2c1 | 6 | 0.4 | 13 | -7 | -13 | -0.4 | -8 | 4 | -1
13 | CCOc1c(Cl)cc(CNc2nnnn2C)cc1OC | -1 | 1.3 | 4 | -3 | 0 | -0.2 | 2 | -2 | -2
14 | [N-]=[N+]=NC1C[C@H](n2ccc(=O)[nH]c2=O)O[C@@H]1CO (stereo not given in full) | 8 | 1.2 | 4 | 2 | -6 | -0.6 | 7 | -4 | 1
15 | CCc1cc(=O)oc2c3c(cc(OCC(=O)NCc4cccnc4)c12)OC(C)(C)CC3 | -1 | 2.1 | 4 | -7 | -2 | 0.0 | -1 | 1 | -3
16 | CCOC(=O)N1CCN(CC(O)COCC2=CCC3CC2C3(C)C)CC1 (stereo not given) | 15 | -0.1 | 4 | 0 | -7 | -1.9 | 0 | 1 | -1
17 | O=C(C1CCCO1)N1CCN(C(=S)Nc2ccc(Cl)c(Cl)c2)CC1 (stereo not given) | 8 | -0.9 | 5 | -7 | -50 | -0.6 | -4 | -5 | -9
18 | Cc1ccc(NC(=O)c2snc3ccc(Cl)cc23)cc1C | 2 | 0.6 | -6 | 6 | -3 | 0.9 | -7 | 31 | -2
19 | CNC(=O)C(NC(=O)CNC(=O)c1ccc(Cl)cc1)C(C)(C)C (stereo not given) | -7 | 0.2 | -1 | -3 | 2 | 1.3 | -14 | -5 | -3
20 | CCn1cc(Br)c(C(=O)Nc2ccc(C(=O)OC(C)C)cc2)n1 | 16 | -0.8 | -3 | 2 | 5 | -0.4 | 3 | 27 | -1
21 | CCOc1cccc(CNCc2cccnc2)c1OCc1ccccc1 | -3 | -0.9 | -3 | 4 | 4 | -0.6 | 1 | -5 | -4
22 | CC(C)[C@H](NC(=O)N1CC(=O)Nc2ccccc21)C(=O)N[C@H](Cc1ccccc1)C(=O)O | -1 | 1.1 | -3 | 12 | -5 | -0.3 | 1 | -4 | -2
23 | O=C(C1CCCN(Cc2cccc(Cl)c2)C1)N1CCCCC1 (stereo not given) | -5 | 0.1 | 2 | 6 | -2 | 0.3 | 10 | -2 | -1
24 | Cc1ccccc1-n1nc(-c2cccnc2)cc1C(=O)N/N=C/c1ccncc1 | 6 | 0.1 | -1 | -6 | 0 | -1.0 | 2 | -2 | -4
25 | COc1ccccc1/C=N\NC(=O)c1c(C)nc2ccc(Cl)cn12 | 13 | 1.9 | -3 | 12 | 9 | -0.1 | 0 | 4 | -3
26 | CCOC(=O)CNC(=O)c1nn(-c2ccc(OCC)cc2)c(=O)c2ccccc12 | -1 | 2.3 | -2 | -20 | 5 | -1.3 | -6 | -1 | -5
27 | COc1cc2[nH]c(=S)n(CCN3CCOCC3)c(=O)c2cc1OC | 7 | 1.0 | -1 | -5 | -23 | -0.5 | -5 | -10 | -2
28 | CCN(CC)S(=O)(=O)c1ccc(Cl)c(NC(=O)CSc2cccc[n+]2[O-])c1 | -11 | 1.8 | 0 | 2 | 10 | -0.6 | 2 | -7 | -4
29 | Cc1ccc(NC(=O)CCc2c(C)nc3ncnn3c2C)cc1 | 10 | -0.2 | 4 | 3 | -10 | -0.2 | -4 | -8 | -3
30 | O=C(O)C1CCCCC1C(=O)NC1C2CC3CC(C2)CC1C3 (stereo not given) | 12 | -1.6 | 2 | -1 | -4 | 0.4 | -9 | -7 | 1

The final 3 records of the part before open the next one.
no. | SMILES | SKN-1 inh | MsrA inhibitor | MT1-MMP act inh | NRP1-CendR mod | MLLE-PAM2 inh | Tb MetRS inh | E coli Lon inh | FAS-TE inh | bovine MsrA act
28 | CCN(CC)S(=O)(=O)c1ccc(Cl)c(NC(=O)CSc2cccc[n+]2[O-])c1 | -11 | 1.8 | 0 | 2 | 10 | -0.6 | 2 | -7 | -4
29 | Cc1ccc(NC(=O)CCc2c(C)nc3ncnn3c2C)cc1 | 10 | -0.2 | 4 | 3 | -10 | -0.2 | -4 | -8 | -3
30 | O=C(O)C1CCCCC1C(=O)NC1C2CC3CC(C2)CC1C3 (stereo not given) | 12 | -1.6 | 2 | -1 | -4 | 0.4 | -9 | -7 | 1
31 | CCN(CC)S(=O)(=O)c1cc(NS(=O)(=O)c2cccs2)ccc1C | 16 | 1.0 | 2 | 9 | 5 | -0.1 | 9 | -2 | -6
32 | Cc1cccc(C)c1NC(=O)CN1CCN(CCCC(c2ccc(F)cc2)c2ccc(F)cc2)CC1 | 4 | -0.6 | -4 | 4 | 7 | -0.8 | 0 | 20 | 1
33 | CCCCNC(=O)N1CCOCCOCCN(C(=O)NCCCC)CCOCCOCC1 | 5 | -0.6 | 0 | 7 | 4 | 0.9 | -3 | 4 | -12
34 | COc1ccccc1-c1ccc(SCC(=O)NC2CCCCC2)nn1 | -3 | 0.5 | 1 | 2 | 3 | -0.4 | -1 | 0 | -6
35 | COc1cc2c(cc1OC)C(c1c(Cl)cccc1Cl)=NCC2 | 16 | 1.6 | 2 | 18 | -6 | -0.6 | -1 | 0 | -3
36 | CCN1C(=O)[C@H]2[C@@H](c3ccc(C)cc3)N3C(=O)N(c4ccc(C)cc4)C(=O)[C@@]3(Cc3ccc(Cl)cc3)[C@H]2C1=O | 15 | 0.3 | -2 | -2 | 3 | -0.3 | 0 | 60* | 2
37 | Cc1ccc(NC(=S)NCc2ccccc2)cc1C | -14 | -0.6 | -1 | 5 | -49 | -0.4 | -2 | 4 | -4
38 | C[C@H](NC(=O)[C@H]1N2C(=O)c3ccccc3C2SC1(C)C)C(=O)NCc1ccncc1 (stereo not given in full) | 12 | 0.9 | -2 | 6 | 10 | -0.5 | 3 | -9 | -2
39 | COc1ccccc1NC(=O)CN(c1ccc([N+](=O)[O-])cc1)S(=O)(=O)c1ccccc1 | -12 | -1.1 | x | 2 | 2 | -2.2 | -12 | 17 | -13
40 | CCn1nc(C(=O)OCc2c(C)noc2C)c2ccccc2c1=O | -10 | -0.8 | 2 | 5 | -1 | -0.2 | -7 | -1 | -12
41 | COc1ccc(-c2ccc3c(c2)c(Sc2ccccc2)c(-c2cc(OC)cc(OC)c2)n3C)cc1 | 3 | 0.4 | 4 | -3 | x | 0.3 | -3 | 24 | -2
42 | Cc1cc(C)n2nc(C(=O)OCC(=O)c3ccc(F)cc3)nc2n1 | -20 | 0.4 | -2 | -13 | -9 | -0.2 | -16 | -3 | -2
43 | Cc1cc(C)cc(CC2CC(=O)N(c3ccc(Cl)cn3)C2=O)c1 (stereo not given) | 30 | -0.6 | 2 | 11 | -5 | 0.6 | 4 | 0 | 0
44 | O=C1CC(c2ccccc2)CC(O)=C1C=NCc1ccccc1 (stereo not given) | 0 | -1.1 | 2 | -11 | 1 | 0.1 | 2 | -12 | -1
45 | Cc1cc(C)c(C#N)c(N2CCN(CCOc3ccc(Cl)cc3)CC2)n1 | 2 | 0.8 | -3 | 27* | 6 | -1.1 | 2 | 50* | 0
46 | CCN(CC)CCCNC(=O)CCc1ccccc1 | 4 | -0.1 | 5 | 16 | 6 | -0.7 | -3 | -1 | -2
47 | CC(OC(=O)c1ccc(Cl)nc1)C(=O)NC1CCCC1 (stereo not given) | 11 | 2.3 | -2 | 1 | 0 | -0.3 | -1 | -9 | -2
48 | O=C(CSc1cn(CC(=O)N2CCCCC2)c2ccccc12)NCC1CCCO1 (stereo not given) | 6 | -0.5 | -3 | -5 | 19 | 0.3 | -5 | -6 | -3
49 | COc1ccc(C2C3=C(CCCC3=O)N(CC(=O)O)C3=C2C(=O)CCC3)cc1 | 30 | 0.1 | 0 | 7 | 34 | -0.3 | -8 | -4 | -2
50 | CC(=O)Nc1ccc(S(=O)(=O)/N=C2/NC(=O)/C(=C\c3ccco3)S2)cc1 | 10 | 2.9 | -11 | -130 | -1 | 0.0 | -11 | -6 | -14
51 | CCOC(=O)Nc1ccc2c(c1)N(C(=O)C(C)N1CCCC1)c1ccccc1CC2 (stereo not given) | 1 | x | -1 | 5 | -1 | 0.0 | 2 | 0 | 0
52 | CCc1ccc(S(=O)(=O)Nc2ccc(-c3ccc4nncn4n3)cc2)s1 | 7 | 0.2 | -5 | -8 | 0 | 0.3 | -5 | 3 | -2
53 | O=C(CCc1ccccc1)N1CCN(c2ccccc2F)CC1 | -3 | 0.2 | 3 | -19 | 5 | -0.1 | -7 | -3 | -1
54 | CN(c1ccccc1)S(=O)(=O)c1cccc(NC(=O)CSc2nnc(C3CC3)n2C)c1 | -16 | -0.6 | 6 | -6 | -19 | -0.3 | -3 | -7 | -9
55 | CC(=O)N(c1ccccc1C)c1ccccc1C | 0 | 1.4 | -1 | 8 | 0 | -0.4 | 0 | -7 | -9
56 | COC(=O)c1cc(OC)c(OC)cc1NC(=O)CSc1ccccc1 | 6 | -0.2 | 5 | 8 | -3 | 0.3 | 1 | 26 | -1
57 | O=C(NN=Cc1ccc2c(c1)CCC2)c1ccccc1[N+](=O)[O-] | 19 | -0.1 | -4 | -1 | 2 | -0.2 | 5 | 5 | -1
58 | COc1ccc(OC)c(CN2CCN(C(=O)c3cccs3)CC2)c1 | -22 | -1.2 | 3 | -4 | -5 | -1.4 | -4 | -7 | -14
